Source: PubChem BioAssay
NadD block: inhibitors of S. aureus NadD, primary screen, biochemical, colorimetric, uHTS. Nicotinate-nucleotide adenylyltransferase NadD (Staphylococcus aureus N315). purified NadD enzyme, colorimetric absorbance read-out. inhibition, % at 20 µM. 0.78% of 360,000 active. AID 602399, 2012; in the data active means inhibition above about 26%; further: some compounds past the cut are filed as inactive
CSN deneddyl inh: inhibitors of CSN-mediated cullin deneddylation, primary screen, biochemical, fluorescence polarization, uHTS; AID 651999, 2013; inhibition, % at 12.5 µM; Purified CSN, SCF-Nedd8-OG deneddylation; 0.38% of 360,000 active; COP9 signalosome complex subunit 5 (Homo sapiens), Q92905;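 active means pattern-corrected inhibition above about 35%, with an unprinted fluorescence ratio check between 0.5 and 1.5, limit read from the data, passing the limit was not always enough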;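 further: 0% = enzyme with substrate and 100% = substrate without enzyme; some results filed as inactive read as strong as hits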
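Assay system: Purified human Csn5 enzyme expressed in HEK293T cells | Amount: Enzyme 0.24 nM | Measured by: Fluorescence polarization readout | Medium: Tris/NaCl/DTT buffer, pH 7.5 | Compound dosing: One concentration, 12.5 µM, 0.25% DMSO | Times: 90 min incubation of compound, enzyme and substrate at room temperature | Control set: no-enzyme wells high, enzyme-with-substrate wells low | Read-out: % inhibition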
Scp-1 inhibitor: Scp-1 phosphatase inhibitors, primary screen, biochemical, colorimetric, uHTS | Recombinant Scp1, phosphopeptide, malachite green phosphate absorbance | inhibition, % at 20 µM | 0.88% of 340,000 active | AID 493091, 2011;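 active means inhibition above about 50% at 20 µM, limit read from the data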;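 further: plate controls were DMSO wells with enzyme for no effect and wells lacking enzyme for full effect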
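Test system: SCP-1 catalytic domain; Buffer or medium: Acidic Tris acetate buffer with magnesium and detergent; Also added: Phosphorylated 17-residue peptide substrate; Compound: single 20 µM dose, 1% DMSO; Schedule: enzyme reaction 45 min at room temperature, colour 5 min, stabilisation 30 min; Signal: Phosphate-binding colour reagent, absorbance read at 630 nm.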
DNMT1 inh: human DNMT1 methyltransferase inhibitors, primary screen, biochemical, molecular beacon, fluorescence, HinP1I cleavage, uHTS. 0.83% of 360,000 active. AID 588458, 2011. inhibition (reported as % activation of signal), % at 10 µM. DNA (cytosine-5)-methyltransferase 1 (Homo sapiens), P26358; in the data active means inhibition above about 50%
Rpn11 block: Rpn11 (PSMD14) deubiquitinase inhibitors, primary screen, biochemical, fluorescence polarization, uHTS | 26S proteasome non-ATPase regulatory subunit 14 (Homo sapiens), O00487 | human 26S proteasome, Ub4-pepOG fluorescence polarization; 20S core pre-blocked with epoxomicin | calls only at 20 µM | 0.59% of 360,000 active;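 active means inhibition at 20 µM, scaled to each plate's controls, above about 33%, limit read from the data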
Target sequence (O00487 whole entry, looked up): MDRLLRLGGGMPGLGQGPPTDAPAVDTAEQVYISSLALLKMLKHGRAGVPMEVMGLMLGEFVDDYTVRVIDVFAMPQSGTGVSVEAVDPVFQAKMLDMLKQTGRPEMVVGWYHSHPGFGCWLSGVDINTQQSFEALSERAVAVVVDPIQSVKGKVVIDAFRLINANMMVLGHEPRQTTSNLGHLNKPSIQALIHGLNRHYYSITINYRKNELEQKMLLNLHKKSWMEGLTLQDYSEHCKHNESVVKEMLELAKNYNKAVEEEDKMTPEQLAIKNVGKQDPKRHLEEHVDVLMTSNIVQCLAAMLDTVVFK
PABP1 MLLE inh: inhibitors of PABP1 MLLE–PAM2 peptide binding, primary screen, biochemical, fluorescence polarization, FITC-PAM2, GST-MLLE; Polyadenylate-binding protein 1 (Homo sapiens), P11940; inhibition, % at 20 µM; 0.36% of 360,000 active; AID 588489, 2011; in the data active means inhibition above about 35%, passing the limit was not always enough;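 further: plate controls were DMSO wells with GST-MLLE for no effect and wells lacking GST-MLLE protein for full effect; some results filed as inactive read as strong as hits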
Target sequence (P11940 whole entry, looked up): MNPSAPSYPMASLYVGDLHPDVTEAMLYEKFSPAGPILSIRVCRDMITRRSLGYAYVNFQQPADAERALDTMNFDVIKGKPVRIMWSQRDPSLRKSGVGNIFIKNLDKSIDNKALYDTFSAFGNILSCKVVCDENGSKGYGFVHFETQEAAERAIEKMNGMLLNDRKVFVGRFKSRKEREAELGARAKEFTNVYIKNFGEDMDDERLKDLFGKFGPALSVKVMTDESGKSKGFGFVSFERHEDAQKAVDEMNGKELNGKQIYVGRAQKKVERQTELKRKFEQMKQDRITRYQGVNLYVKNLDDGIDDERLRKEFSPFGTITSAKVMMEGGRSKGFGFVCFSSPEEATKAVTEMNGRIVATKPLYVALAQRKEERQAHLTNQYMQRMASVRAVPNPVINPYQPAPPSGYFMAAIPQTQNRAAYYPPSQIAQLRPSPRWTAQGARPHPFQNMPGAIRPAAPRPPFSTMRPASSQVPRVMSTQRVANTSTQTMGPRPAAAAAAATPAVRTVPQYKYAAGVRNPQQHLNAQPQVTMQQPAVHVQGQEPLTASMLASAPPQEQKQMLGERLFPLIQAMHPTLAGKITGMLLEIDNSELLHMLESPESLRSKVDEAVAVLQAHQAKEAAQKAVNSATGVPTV
STEP inh: STEP phosphatase inhibitors, primary screen, biochemical, fluorescence intensity, uHTS; recombinant STEP, OMFP fluorogenic substrate; inhibition, % at 20 µM; 0.25% of 360,000 active; AID 588621, 2011; Tyrosine-protein phosphatase non-receptor type 5 (Homo sapiens), P54829;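 active means inhibition at 20 µM, scaled per plate between control wells, above about 37%, limit read from the data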;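 further: 0% = DMSO with enzyme and substrate and 100% = substrate only without enzyme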
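medium = Bis-Tris buffer pH 6.0, 2.5 mM DTT, 0.005% Tween 20 | test system = STEP (striatal-enriched tyrosine phosphatase) enzyme, cell-free | measure = normalized % inhibition | compound dosing = 20 µM, 1% DMSO | also added = 25 µM OMFP | schedule = reaction 20 min, ambient temperature | measured by = fluorescence read at 480 nm ex / 540 nm em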
Tb MetRS inh: T. brucei MetRS inhibitors, primary screen, biochemical, luminescence; purified T. brucei MetRS, ATP depletion, Kinase-Glo luminescence; inhibition, % at 11.9 µM; methionyl-tRNA synthetase (Trypanosoma brucei brucei); 0.4% of 360,000 active;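 active means inhibition above a per-plate cutoff of the control wells' mean inhibition plus 3 SD, cut at about 5.5% in these data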;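 further: 0% = DMSO wells median and 100% = median of wells with control inhibitor compound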
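technique = Kinase-Glo luminescence, ATP depletion format | system = purified MetRS (methionyl-tRNA synthetase) enzyme from Trypanosoma brucei | timing = 15 min preincubation, 2 h reaction, all 25 °C | evaluation = percent inhibition versus plate control medians | dosing = single dose, 11.9 µM final nominal, 0.9% final DMSO | also added = substrates ATP, L-methionine and bulk Escherichia coli tRNA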
SUMO1 PPI mod: modulators of SUMO1 protein-protein interactions, primary screen, biochemical, uHTS; SUMO1 binding to a labelled peptide, TR-FRET, 1 h; Small ubiquitin-related modifier 1 (Homo sapiens), P63165; inhibition, % at 20 µM; AID 602429, 2012; 0.33% of 360,000 active; in the data active means inhibition above about 37%
LMPTP inh: LMPTP phosphatase inhibitors, primary screen, biochemical, fluorescence intensity, uHTS | inhibition, % at 20 µM | AID 651560, 2012 | Low molecular weight phosphotyrosine protein phosphatase (Homo sapiens), P24666 | 0.22% of 360,000 active | recombinant LMPTP-A, OMFP fluorogenic substrate;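 active means compounds that cut the enzyme signal by at least half of the control window in the single-dose screen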;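 further: plate controls were DMSO wells with enzyme plus substrate for no effect and substrate without enzyme for full effect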
Target sequence (P24666 whole entry, looked up): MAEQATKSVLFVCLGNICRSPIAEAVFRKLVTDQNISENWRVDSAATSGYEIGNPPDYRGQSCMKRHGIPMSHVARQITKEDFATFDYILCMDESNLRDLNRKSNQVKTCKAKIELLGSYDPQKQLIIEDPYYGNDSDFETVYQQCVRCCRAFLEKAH
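Buffer or medium: Bis-Tris pH 6.0, DTT, detergent; Assay system: LMPTP-A enzyme; Quantity: 0.625 nM enzyme; Detection: endpoint fluorescence intensity; Times: 50 min dark incubation at room temperature; Controls: substrate-only low control, DMSO enzyme-plus-substrate high control; Doses: single 20 µM dose; Read-out: percent inhibition versus substrate-only and uninhibited controls; Reagent: 400 µM OMFP.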
Active calls of the source: *; i = inactive; x = no result given.

| entry | mol | NadD block | CSN deneddyl inh | Scp-1 inhibitor | DNMT1 inh | Rpn11 block | PABP1 MLLE inh | STEP inh | Tb MetRS inh | SUMO1 PPI mod | LMPTP inh |
| --- | --- | --- | --- | --- | --- | --- | --- | --- | --- | --- | --- |
| 1 | O=C1C/C(=C\c2c(F)cccc2Cl)N2CCC1CC2 | -6 | 1 | -8 | -2 | i | 1 | 0 | 0.8 | 3 | -0.9 |
| 2 | Cc1ccc(SCc2c(C#N)c3ccccc3n2C)cc1 | 0 | -1 | -20 | 11 | i | 5 | -1 | -0.4 | -1 | 3.3 |
| 3 | O=C(C[n+]1ccccn1)c1ccccc1 | 0 | 5 | -7 | -3 | i | -1 | -3 | -0.9 | -20 | -1.5 |
| 4 | Cc1cccc(CNC(=O)C2CCCN(c3nn4c(=O)cc(C)nc4s3)C2)c1 (stereo not drawn) | 4 | 4 | 2 | -2 | i | -16 | -2 | 0.5 | 5 | -0.9 |
| 5 | CCN1CCN(CCNC(=O)CCCCCn2c(=O)[nH]c3cc(C(=O)OC)ccc3c2=O)CC1 | -1 | 4 | -1 | 4 | i | -5 | -2 | 0.6 | 2 | -3.2 |
| 6 | O=C1CC(c2ccccc2)CC2=C1C1(CCCC1)N=C(Nc1nc3ccccc3o1)N2 (stereo not drawn) | 27 | 0 | x | 2 | i | -4 | 0 | -0.8 | -43 | 0.2 |
| 7 | CCOc1ccc(NC(=O)CS(=O)(=O)c2cn(C)c3ccccc23)cc1 | -7 | -1 | -5 | 1 | i | 7 | -4 | -0.6 | -3 | -1.8 |
| 8 | CCCCC(=O)N1CCCC(c2nc3c(nnn3Cc3cc(C)ccc3C)c(=O)[nH]2)C1 (stereo not drawn) | -5 | -5 | 6 | -6 | i | 0 | 1 | -0.4 | 2 | -1.1 |
| 9 | Cc1cc(=O)oc2cc(OCC(=O)OCC(=O)Nc3ccccc3F)ccc12 | -3 | -3 | -5 | -1 | i | -40 | 0 | 0.1 | -1 | -0.3 |
| 10 | CN(Cc1nc(-c2ccncc2)no1)S(=O)(=O)c1ccccc1 | 1 | 5 | 1 | 2 | i | -4 | 1 | -1.4 | -2 | -1.9 |
| 11 | Cc1ccc(CCNC(=O)C2CCC(=O)N(CC3CCCCC3)C2)cc1 (stereo not drawn) | 1 | -2 | 2 | 3 | i | -6 | 1 | -0.3 | -6 | 0.0 |
| 12 | COc1ccc(C(=O)Nc2ccc([N+](=O)[O-])cn2)c(OC)c1 | -5 | -5 | -8 | -12 | i | 0 | -3 | -0.2 | 1 | 0.0 |
| 13 | Cc1ccc(C)c(N(C(=O)c2csnn2)C(C(=O)NC2CCCCC2)c2ccncc2)c1 (stereo not drawn) | 5 | -2 | 0 | 1 | i | 21 | 0 | 0.2 | 1 | -1.0 |
| 14 | Cc1ccc(CC(=O)Nc2nccs2)cc1 | 1 | -3 | -9 | -1 | i | -1 | 0 | 1.3 | 3 | -1.7 |
| 15 | Oc1ccccc1/C=N/NC(=S)NC1CC2C=CC1C2 (stereo not drawn) | 1 | -5 | -10 | 0 | i | 19 | 3 | -1.1 | -4 | 3.5 |
| 16 | COCCC(=O)N1CCCC(C(=O)c2ccccc2SC)C1 (stereo not drawn) | -2 | -5 | -5 | 0 | i | 18 | 1 | -0.3 | -6 | -1.2 |
| 17 | O=C(c1cc(-c2ccc(Cl)cc2)on1)N1CCCCCC1 | -9 | -3 | -15 | 0 | i | 7 | -1 | 0.0 | 6 | 0.0 |
| 18 | COc1ccc(C)cc1NC(=O)CNC(=O)Cn1ccc2ccccc2c1=O | -4 | 4 | -8 | -2 | i | -4 | -2 | -0.3 | -3 | -1.6 |
| 19 | O=C(CNC(=O)c1ccccc1F)c1ccc(Br)cc1 | -11 | 4 | -13 | 0 | i | 12 | 1 | -0.9 | -4 | -0.2 |
| 20 | CC(CN1CCOCC1)C(=O)O (stereo not drawn) | -2 | -2 | -7 | 4 | i | 1 | -4 | -0.4 | 3 | -1.4 |
| 21 | OC(CNCc1ccc2c(c1)OCO2)COc1ccccc1 (stereo not drawn) | 1 | -4 | -3 | 4 | i | -14 | 1 | -0.9 | 1 | -0.9 |
| 22 | O=P(COc1ccccc1)(c1ccccc1)c1ccccc1 | 9 | -3 | -4 | 2 | i | 6 | 2 | -0.9 | 3 | -0.9 |
| 23 | CCc1noc(C)c1C(=O)N1CCCC(N2CCN(c3cccc(Cl)c3)CC2)C1 (stereo not drawn) | -3 | 0 | -2 | 3 | i | 4 | -2 | -0.5 | -2 | 0.8 |
| 24 | CCOC(=O)CC(=O)CSc1ccc2nnc(-c3ccc(C)cc3)n2n1 | 12 | 1 | 0 | -1 | i | 12 | -8 | -0.6 | -8 | -1.3 |
| 25 | Cc1cccc(Cn2c(N3CCN(c4ccccc4)CC3)nc3c2c(=O)n(C)c(=O)n3C)c1 | 0 | 0 | -4 | -3 | i | -8 | 1 | x | 2 | 0.4 |
| 26 | CCOC(=O)C1CCN(C(=O)c2ccc(N(C)S(=O)(=O)c3ccc(OC)cc3)cc2)CC1 | 4 | -4 | -4 | -3 | i | 5 | -2 | -0.5 | -3 | 1.4 |
| 27 | CCC(=O)Oc1ccc(C(=O)Nc2cccc(C(=O)c3ccccc3)c2)cc1 | -4 | -1 | -20 | -2 | i | -9 | 13 | -0.5 | -3 | -1.0 |
| 28 | O=C1CC(NS(=O)(=O)c2ccc([N+](=O)[O-])cc2)CN1c1ccc(Cl)cc1 (stereo not drawn) | -4 | 0 | 30 | 1 | i | 16 | 0 | -0.6 | -31 | 0.8 |
| 29 | CC(C)C1Oc2ccccc2N(CC(=O)N(Cc2ccccn2)C2CC2)C1=O (stereo not drawn) | -3 | -7 | -11 | 0 | i | -12 | 1 | -0.3 | 0 | -0.9 |
| 30 | O=C1NC2(CCCCCC2)C(=O)N1Cc1ccccc1Cl | 1 | -5 | -5 | 1 | i | -2 | 0 | -0.3 | 5 | 0.1 |
| 31 | CC(C)(C)c1ccc(Cn2ccc(-c3ccc4c(c3)OCO4)n2)cc1 | 2 | -5 | 17 | 2 | i | -2 | 3 | -0.2 | 1 | 3.3 |
| 32 | O=C(OCC(=O)N1CCN(c2ccccc2)CC1)c1ccco1 | 3 | 2 | 27 | 3 | i | -68 | 2 | 0.1 | 3 | -0.7 |
| 33 | COc1cccc(NC(=O)C2=COCCO2)c1 | 6 | 6 | -8 | -1 | i | -5 | -2 | -0.3 | 1 | -0.6 |
| 34 | CS(=O)(=O)N1CCN(c2ccccc2NC(=O)c2ccc3c(c2)OCCO3)CC1 | -5 | 0 | -6 | 0 | i | -5 | -2 | -0.7 | -1 | 1.1 |
| 35 | Nc1nonc1C(=O)NCCc1ccccc1 | 10 | 5 | -6 | 2 | i | -2 | -2 | -1.1 | 3 | -1.6 |
| 36 | CN1CCN(C(=O)NC2CCCCC2)CC1 | -2 | 4 | -8 | 2 | i | -12 | -2 | 0.4 | 1 | -1.8 |
| 37 | COc1cc(NC(=S)NCc2cccnc2)c(OC)cc1Cl | -2 | 2 | -3 | 4 | i | -2 | 3 | -0.6 | 4 | -1.2 |
| 38 | Fc1ccc(-c2csc3ncnc(Cl)c23)cc1 | -1 | 2 | -2 | 23 | i | -14 | 3 | 0.2 | -1 | -0.1 |
| 39 | COCCN(C(=O)Cc1cccs1)C(C(=O)NC1CCCC1)c1cc(OC)c(OC)c(OC)c1 (stereo not drawn) | -11 | -4 | 4 | 1 | i | -7 | 4 | -0.9 | 1 | -0.4 |
| 40 | CN(Cc1cccc(F)c1)C(=O)Cc1ccc(S(=O)(=O)N2CCOCC2)s1 | 2 | 1 | -8 | -2 | i | -13 | 0 | -0.4 | 1 | -7.6 |
| 41 | O=C(Cc1coc2cc(O)ccc12)NNC(=O)c1ccc(Br)s1 | 5 | -1 | -8 | -12 | i | -21 | 0 | -0.3 | 11 | -0.6 |
| 42 | Cc1c(NC(=O)Nc2cccc(Cl)c2Cl)c(=O)n(-c2ccccc2)n1C | 3 | 5 | -5 | 0 | i | 6 | -2 | -0.1 | 0 | -1.6 |

One compound at a time, from the list above:
`COCCN(C(=O)Cc1cccs1)C(C(=O)NC1CCCC1)c1cc(OC)c(OC)c(OC)c1` (stereo not drawn) as listed: NadD block = -11; CSN deneddyl inh = -4; Scp-1 inhibitor = 4; DNMT1 inh = 1; Rpn11 block = i; PABP1 MLLE inh = -7; STEP inh = 4; Tb MetRS inh = -0.9; SUMO1 PPI mod = 1; LMPTP inh = -0.4
`COc1cccc(NC(=O)C2=COCCO2)c1` as listed: NadD block = 6; CSN deneddyl inh = 6; Scp-1 inhibitor = -8; DNMT1 inh = -1; Rpn11 block = i; PABP1 MLLE inh = -5; STEP inh = -2; Tb MetRS inh = -0.3; SUMO1 PPI mod = 1; LMPTP inh = -0.6

Nos. 26 through 27 from above:
| entry | mol | NadD block | CSN deneddyl inh | Scp-1 inhibitor | DNMT1 inh | Rpn11 block | PABP1 MLLE inh | STEP inh | Tb MetRS inh | SUMO1 PPI mod | LMPTP inh |
| --- | --- | --- | --- | --- | --- | --- | --- | --- | --- | --- | --- |
| 26 | CCOC(=O)C1CCN(C(=O)c2ccc(N(C)S(=O)(=O)c3ccc(OC)cc3)cc2)CC1 | 4 | -4 | -4 | -3 | i | 5 | -2 | -0.5 | -3 | 1.4 |
| 27 | CCC(=O)Oc1ccc(C(=O)Nc2cccc(C(=O)c3ccccc3)c2)cc1 | -4 | -1 | -20 | -2 | i | -9 | 13 | -0.5 | -3 | -1.0 |
